Tcruzi prolif – inhibitors of T. cruzi proliferation | T. cruzi beta-gal in NIH3T3, GalScreen luminescence, 90 h | 77,000 compounds, 5.9% hits | inhibition, % at 8.34 µM;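 active = mean inhibition above about 93%, with at least 55% of replicates each passing it, limit read from the data, passing the limit was not always enough; inconclusive = only one of those two conditions holds; inactive = neither condition holds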
KDM4C inh – KDM4C (human) demethylase inhibition; GST-KDM4C 2-372, H3K9me3 peptide, LANCE TR-FRET; inhibition, % at 12.5 µM; 96,000 compounds, 0.15% hits;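 active = mean replicate inhibition above about 25%, with at least 55% of replicates also reaching it, limit read from the data, passing the limit was not always enough; inconclusive = only one of those two conditions met; inactive = neither condition met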
Target sequence (Q9H3R0 2-372 limits assumed): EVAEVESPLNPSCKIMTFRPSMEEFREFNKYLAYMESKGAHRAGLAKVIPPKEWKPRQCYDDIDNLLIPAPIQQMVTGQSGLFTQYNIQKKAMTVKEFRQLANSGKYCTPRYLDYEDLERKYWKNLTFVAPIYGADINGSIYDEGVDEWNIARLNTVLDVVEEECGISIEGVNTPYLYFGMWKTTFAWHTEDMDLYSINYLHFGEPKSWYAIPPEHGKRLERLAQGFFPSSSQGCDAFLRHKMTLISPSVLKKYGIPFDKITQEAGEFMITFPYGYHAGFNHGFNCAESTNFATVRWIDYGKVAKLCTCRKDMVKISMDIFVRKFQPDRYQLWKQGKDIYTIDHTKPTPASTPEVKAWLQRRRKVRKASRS
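Assay system: GST-GASC-1 enzyme fragment 2-372 | Amount: 10 nM enzyme | Medium: HEPES buffer, pH 7.5, plus ascorbate | Reagent: H3K9me3 peptide substrate, Fe(II), 2-oxoglutarate | Doses: Single-point compound screen | Incubation: 30 min demethylation and 1 h detection at room temperature | Measured by: LANCE TR-FRET, excitation 340 nm, emissions 618 and 671 nm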
C diff HTS – blocks growth of Clostridium difficile. 86,000 compounds, 0.25% hits. Clostridium difficile clinical isolate growth, OD600, 24 h; hits give low values. growth activity, negative = inhibition, % at 16 µg/mL (by protocol);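 active = mean growth activity at or below -80% and every replicate also at or below -80%; inconclusive = mean at or below -80% but some replicate above -80%; inactive = mean growth activity above -80%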;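 note: 0% = DMSO wells and -100% = levofloxacin 16 µg/mL wells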
Pf Dd2 inh – inhibitors of Plasmodium falciparum Dd2 growth; P. falciparum Dd2 growth, SYBR Green, 72 h; hits give low values; activity change, % at 10 µM; 94,000 compounds, 2.3% hits; AID 1159554; in the data active = activity change below about -80%; inconclusive = no clear call, values can overlap the other calls
Active calls of the source: *; u = inconclusive; x = no result given.

1) CCCNC(=O)N1[C@H](CO)[C@H](c2ccccc2)[C@@H]1CNC(=O)c1cccc(F)c1
2) N#Cc1cccc(-c2ccc([C@H]3[C@@H](CO)N[C@@H]3CNC(=O)C3CCC3)cc2)c1
3) Cc1ccc(-c2ccc3c(c2)O[C@H](CN(C)C(=O)NC(C)C)[C@H](C)CN([C@H](C)CO)S3(=O)=O)cc1
4) C[C@H]1CN([C@@H](C)CO)C(=O)Cc2cc(NC(=O)CCC(F)(F)F)ccc2O[C@H]1CN(C)C(=O)NC1CCCCC1
5) CCCNC(=O)N1C[C@@H](C)[C@@H](OC)CN(C)C(=O)c2ccc(NC(=O)CCC)cc2OC[C@@H]1C
Screen / compound no.	1	2	3	4	5
Tcruzi prolif	98*	x	32	-32	-28
KDM4C inh	0.3	-4.1	1.7	0.8	-0.5
C diff HTS	4	-2	-4	3	x
Pf Dd2 inh	1	-41	20	1	24

6) C[C@@H](O)C#Cc1ccc([C@@H]2[C@H]3CN(C(=O)c4ccc(F)cc4)CCCCN3[C@H]2CO)cc1
7) C[C@@H]1CN([C@@H](C)CO)C(=O)Cc2cc(NC(=O)Nc3cccc4ccccc34)ccc2O[C@H]1CN(C)CC1CCCCC1
8) C[C@H]1CN([C@@H](C)CO)C(=O)c2cc(NC(=O)CCC(F)(F)F)ccc2O[C@@H]1CN(C)C(=O)Nc1ccc(C(F)(F)F)cc1
9) COCC(=O)Nc1ccc2c(c1)OC[C@H](C)N(CCC(F)(F)F)C[C@H](C)[C@H](OC)CN(C)C2=O
10) COCc1cn(CC[C@H]2CC[C@H](NC(=O)Nc3ccc(Cl)cc3)[C@@H](CO)O2)nn1
Screen / compound no.	6	7	8	9	10
Tcruzi prolif	60	67	x	-39	24
KDM4C inh	0.0	4.1	3.5	-0.6	0.2
C diff HTS	-6	7	-3	1	3
Pf Dd2 inh	12	u	-4	10	2

Part of the list above in another layout.
8) C[C@H]1CN([C@@H](C)CO)C(=O)c2cc(NC(=O)CCC(F)(F)F)ccc2O[C@@H]1CN(C)C(=O)Nc1ccc(C(F)(F)F)cc1
  Tcruzi prolif: x
  KDM4C inh: 3.5
  C diff HTS: -3
  Pf Dd2 inh: -4
10) COCc1cn(CC[C@H]2CC[C@H](NC(=O)Nc3ccc(Cl)cc3)[C@@H](CO)O2)nn1
  Tcruzi prolif: 24
  KDM4C inh: 0.2
  C diff HTS: 3
  Pf Dd2 inh: 2
9) COCC(=O)Nc1ccc2c(c1)OC[C@H](C)N(CCC(F)(F)F)C[C@H](C)[C@H](OC)CN(C)C2=O
  Tcruzi prolif: -39
  KDM4C inh: -0.6
  C diff HTS: 1
  Pf Dd2 inh: 10
7) C[C@@H]1CN([C@@H](C)CO)C(=O)Cc2cc(NC(=O)Nc3cccc4ccccc34)ccc2O[C@H]1CN(C)CC1CCCCC1
  Tcruzi prolif: 67
  KDM4C inh: 4.1
  C diff HTS: 7
  Pf Dd2 inh: u

More structures:
11) C[C@H](CO)N1C[C@H](C)[C@@H](CN(C)C(=O)NC2CCCCC2)Oc2c(NC(=O)c3ccc(-c4nccs4)cc3)cccc2C1=O
12) CC=Cc1ccc2n(c1=O)C[C@@H]1[C@@H](CO)[C@H](C(=O)NCC)[C@H]2N1CCC(F)(F)F (mixture of isomers)
13) O=C(C1CCOCC1)N1CC(=O)N2[C@@H](CO)[C@@H](c3ccc(C#CCc4ccccc4)cc3)[C@@H]2C1
14) C[C@@H]1CN([C@@H](C)CO)C(=O)Cc2cc(NC(=O)Nc3ccc(C(F)(F)F)cc3)ccc2O[C@H]1CN(C)S(C)(=O)=O
15) Cc1cccc(CN(C)C[C@H]2OCc3cn(nn3)CCCC(=O)N([C@H](C)CO)C[C@H]2C)c1
Screen / compound no.	11	12	13	14	15
Tcruzi prolif	35	-7	x	-66	7
KDM4C inh	-1.7	-0.5	0.5	1.1	0.5
C diff HTS	x	-5	8	6	2
Pf Dd2 inh	3	1	0	8	2

16) C[C@@H]1CCCCO[C@@H](CN(C)C(=O)Cc2ccccc2)[C@@H](C)CN([C@H](C)CO)C(=O)c2cc(NC(=O)CCC(F)(F)F)ccc2O1
17) O=C(c1ccncc1)N1CC[C@@H]2[C@@H](CO)Nc3ccc(-c4ccccc4)cc3[C@@H]21
18) CCC(=O)N[C@@H]1CC[C@@H](CC(=O)NCc2ccccc2OC)O[C@H]1CO
19) O=C(C[C@H]1CC[C@@H]2[C@H](COC[C@@H](O)CN2Cc2ccncc2)O1)NCc1ccncc1
20) COC(=O)[C@H]1[C@H](CO)[C@H]2Cn3c(ccc(-c4ccccc4F)c3=O)[C@H]2N1C(=O)c1cnccn1
Screen / compound no.	16	17	18	19	20
Tcruzi prolif	6	69	49	9	-6
KDM4C inh	0.1	-1.1	0.9	21	-0.4
C diff HTS	3	-3	2	x	-1
Pf Dd2 inh	-31	21	-14	9	7

21) CCCNC(=O)[C@H]1[C@H](CO)[C@H]2Cn3c(cccc3=O)[C@@H]1N2S(=O)(=O)c1ccccc1C
22) COc1ccccc1CNC(=O)C[C@@H]1C=C[C@H](NC(=O)CN(C)C)[C@H](CO)O1
23) C[C@@H]1CCCCO[C@@H](CN(C)CC2CCCCC2)[C@H](C)CN([C@H](C)CO)C(=O)c2cc(NC(=O)c3ccncc3)ccc2O1
24) CCCN(C)C[C@@H]1Oc2cc(-c3ccc(OC)cc3)ccc2S(=O)(=O)N([C@@H](C)CO)C[C@@H]1C
25) CN(C)CCCNC(=O)C[C@@H]1C=C[C@H](NC(=O)c2ccccc2F)[C@@H](CO)O1
Screen / compound no.	21	22	23	24	25
Tcruzi prolif	7	36	26	58	28
KDM4C inh	0.1	-2.5	-1.8	0.0	2.0
C diff HTS	-6	12	x	1	x
Pf Dd2 inh	7	13	-23	-72	7

26) Cc1noc(C)c1NC(=O)N(C)C[C@H]1Oc2ccc(NS(=O)(=O)c3cccs3)cc2CC(=O)N([C@H](C)CO)C[C@H]1C
27) CN(C[C@H]1[C@H](c2ccccc2)[C@@H](CO)N1C(=O)C1CCC1)C(=O)c1ccccn1
28) C[C@@H]1CN([C@H](C)CO)C(=O)c2ccccc2-c2ccccc2CO[C@@H]1CN(C)Cc1ccccc1C(F)(F)F
29) C[C@@H]1CN([C@@H](C)CO)C(=O)c2cccc(NC(=O)NC3CCCCC3)c2O[C@@H]1CN(C)C(=O)NC1CCCCC1
30) CO[C@@H]1CN(C)C(=O)c2cc(NC(=O)CN(C)C)ccc2OC[C@@H](C)N(Cc2ccccc2F)C[C@H]1C
Screen / compound no.	26	27	28	29	30
Tcruzi prolif	-4	15	x	53	-50
KDM4C inh	-0.8	0.4	-1.0	-0.5	-0.4
C diff HTS	3	-7	25	-11	x
Pf Dd2 inh	21	-12	-93*	-34	-8

31) COc1ccccc1S(=O)(=O)N[C@H]1CC[C@H](CC(=O)NCc2cc(F)cc(F)c2)O[C@@H]1CO
32) CCC(=O)N1CC2(CCN(Cc3ccc(F)cc3)CC2)c2c(n(C)c3cc(OC)ccc23)[C@H]1CO
33) O=C1CN(S(=O)(=O)Cc2ccccc2)C[C@@H]2[C@@H](c3ccc(C#Cc4ccc(F)cc4)cc3)[C@H](CO)N12
34) C/C=C/c1cnc2c(c1)C(=O)N([C@H](C)CO)C[C@@H](C)[C@H](CN(C)Cc1ccc(F)cc1)O2
35) C[C@@H]1CCCCO[C@H](CN(C)C(=O)C2CCCCC2)[C@H](C)CN([C@H](C)CO)C(=O)c2cc(NS(C)(=O)=O)ccc2O1
Screen / compound no.	31	32	33	34	35
Tcruzi prolif	x	x	x	-81	5
KDM4C inh	0.9	-0.3	-1.7	0.9	9.5
C diff HTS	4	0	-2	0	-2
Pf Dd2 inh	11	-58	-16	-22	x

36) COc1ccccc1-c1ccc2c(c1)O[C@@H](CN(C)C(=O)Nc1ccccc1)[C@H](C)CN([C@@H](C)CO)S2(=O)=O
37) CCCNC(=O)N1CC2(C1)CN(Cc1ccccn1)[C@H](CO)c1c2c2ccc(OC)cc2n1C
38) CNC[C@@H]1OCCCC[C@@H](C)Oc2ccc(NS(=O)(=O)c3ccc(F)cc3)cc2C(=O)N([C@H](C)CO)C[C@H]1C
39) CN(C)Cc1cn(CC[C@@H]2CC[C@H](N)[C@@H](CO)O2)nn1
40) CCC(=O)Nc1ccc2c(c1)C(=O)N(C)[C@@H]1CC[C@H](CC(=O)NCCc3ccccc3)O[C@H]1CO2
Screen / compound no.	36	37	38	39	40
Tcruzi prolif	40	x	58	-27	-22
KDM4C inh	-0.3	4.0	0.5	6.0	0.0
C diff HTS	-6	-5	-2	x	10
Pf Dd2 inh	24	-12	18	33	0

41) C[C@@H]1CN([C@H](C)CO)C(=O)c2cc(NC(=O)Cc3cn(C)c4ccccc34)ccc2O[C@@H]1CN(C)Cc1ccncc1
42) C[C@H](CO)N1C[C@H](C)[C@@H](CN(C)C(=O)CCCN(C)C)OCCCC[C@H](C)Oc2ccc(N(C)C)cc2C1=O
43) OC[C@H]1[C@H](c2ccc(C#Cc3cccnc3)cc2)[C@@H]2CN(Cc3ccccc3F)CCCCN12
44) O=C(Nc1ccc2c(c1)OCO2)N[C@H]1CC[C@@H](CCNC(=O)C2CCCCC2)O[C@H]1CO
45) C[C@H](CO)N1C[C@H](C)[C@H](CN(C)C(=O)Nc2ccccc2)OCCCC[C@H](C)Oc2ccc(NS(=O)(=O)c3ccc(F)cc3)cc2C1=O
Screen / compound no.	41	42	43	44	45
Tcruzi prolif	78	44	112*	x	60
KDM4C inh	1.5	1.1	-0.2	0.7	-1.3
C diff HTS	-4	-1	1	-2	-2
Pf Dd2 inh	4	8	-71	1	-23

46) O=C(C[C@H]1C=C[C@@H](NC(=O)C2CCOCC2)[C@@H](CO)O1)Nc1nccs1
47) COc1ccc(CN(C)C[C@@H]2Oc3c(NC(=O)Nc4ccc5c(c4)OCO5)cccc3C(=O)N([C@H](C)CO)C[C@H]2C)cc1
48) CC(C)CC#Cc1cnc2c(c1)C(=O)N([C@H](C)CO)C[C@@H](C)[C@@H](CN(C)Cc1cncnc1)O2
49) Cc1ccc(S(=O)(=O)N(C)C[C@@H]2Oc3ccc(NC(=O)CCC(F)(F)F)cc3C(=O)N([C@H](C)CO)C[C@H]2C)cc1
50) C[C@H](CO)N1C[C@H](C)[C@H](CN(C)C(=O)Nc2ccc(F)cc2)Oc2ncc(C#CC3CC3)cc2C1=O
Screen / compound no.	46	47	48	49	50
Tcruzi prolif	x	60	10	81	32
KDM4C inh	-0.8	-0.3	-1.7	1.0	-1.1
C diff HTS	-3	2	0	2	-3
Pf Dd2 inh	19	-9	x	3	-18

51) Cc1cc(C(=O)Nc2ccc3c(c2)C(=O)N(C)[C@@H]2CC[C@H](CC(=O)N[C@@H](C)c4ccccc4)O[C@@H]2CO3)no1
52) C[C@@H](NC(=O)[C@@H]1[C@@H](CO)[C@@H]2Cn3c(ccc(-c4ccccc4)c3=O)[C@H]1N2C)c1ccccc1
53) CC(C)COC(=O)N(C)C[C@H]1OCc2cn(nn2)CCCC(=O)N([C@H](C)CO)C[C@H]1C
54) C[C@H]1CN([C@@H](C)CO)C(=O)c2cc(NC(=O)Nc3ccc4c(c3)OCO4)ccc2O[C@@H]1CN(C)C(=O)Nc1cccc2ccccc12
55) C[C@@H]1CN([C@H](C)CO)C(=O)c2ccccc2-c2ccccc2CO[C@@H]1CN(C)S(=O)(=O)c1ccsc1
Screen / compound no.	51	52	53	54	55
Tcruzi prolif	52	27	17	84	-61
KDM4C inh	-0.4	0.6	-0.7	-0.2	0.4
C diff HTS	6	-5	-2	x	4
Pf Dd2 inh	-40	1	3	-9	21

56) COc1ccc(S(=O)(=O)N(C)C[C@H]2OCCCC[C@@H](C)Oc3ccc(NC(=O)CCCCCC(=O)Nc4ccccc4N)cc3C(=O)N([C@H](C)CO)C[C@@H]2C)cc1
57) CCC(=O)Nc1ccc2c(c1)C(=O)N(C)C[C@@H](OC)[C@H](C)CN(C(=O)c1cnccn1)[C@@H](C)CO2
58) C[C@H](CO)N1C[C@H](C)[C@@H](CN(C)Cc2ccc3c(c2)OCO3)Oc2ccc(NS(=O)(=O)c3cn(C)cn3)cc2C1=O
59) CN1C(=O)c2cc(NC(=O)C3CC3)ccc2OC[C@H]2O[C@@H](CC(=O)O)CC[C@H]21
60) CC(C)NC(=O)N1[C@H](CO)[C@@H](c2ccccc2)C12CN(C(=O)Cc1cccnc1)C2
61) CN1C(=O)c2cc(NC(=O)C3CCCC3)ccc2OC[C@@H]2O[C@@H](CC(=O)Nc3ccccc3)CC[C@@H]21
Screen / compound no.	56	57	58	59	60	61
Tcruzi prolif	17	16	-86	x	x	0
KDM4C inh	-0.6	1.3	-2.7	0.6	0.6	-0.8
C diff HTS	2	x	x	0	2	0
Pf Dd2 inh	-63	12	27	27	11	-8
